BLM helicase inh = inhibitors of human Bloom syndrome helicase BLM. P54132. recombinant BLM DNA unwinding, fluorescence dequenching. Potency, µM (top dose mostly 56.1 µM), for the others: at the top dose activity change, negative = inhibition, usual class: inhibitors. actives 0.2% (n = 350,000). AID 2528;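 note: plate controls were vehicle for no effect and no enzyme for full effect; nearly all actives have a fitted effect of over 35% in size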
G9a block = G9a (human) methyltransferase inhibition; Q96KQ7; G9a H3K9 monomethylation, AlphaScreen, 2 h; Potency, µM (highest dose often 102 µM), for the others: top-dose activity, negative = inhibition, hits mostly inhibitors; actives 8.8% (n = 350,000); AID 504332; note: % is set by controls: 0 for no effect and ±100 for the full control effect; nearly all actives have a fitted effect of over 75% in size
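Enzyme 20 nM + cpd, 15 min RT; add b-H3K9 pep 500 nM / SAM 20 uM; 2 h RT; anti-H3K9me1 Ab 0.5 ug/mL + SA donor / anti-rabbit acceptor beads 20 ug/mL each, 10 min; AlphaScreen read.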
Anesthetic bind = candidate novel general anesthetic via apoferritin binding | AID 485281 | actives 0.074% (n = 350,000) | P02791 | apoferritin/1-aminoanthracene competitive binding, fluorescence | Potency, µM (titrated, usually from 77.5 µM), for the others: at the top dose activity change, negative = displacement, usual class: inhibitors; note: % is set by controls: 0 for no effect and ±100 for the full control effect; nearly all actives have a fitted effect of over 20% in size
Target sequence (P02791 2-175 limits assumed): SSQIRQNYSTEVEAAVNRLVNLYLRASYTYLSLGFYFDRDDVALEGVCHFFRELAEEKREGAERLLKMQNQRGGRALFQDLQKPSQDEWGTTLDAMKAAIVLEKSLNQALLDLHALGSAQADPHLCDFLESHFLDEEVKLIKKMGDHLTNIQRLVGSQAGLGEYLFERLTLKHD
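Horse-spleen apoferritin (10 uM) in 50% saturated 1-aminoanthracene in PBS was incubated 10 min at room temperature with compound. Fluorescence (ex 380, em 535 nm) was normalized to free and bound 1-AMA, with concentration-response fitted by a four-parameter Hill equation.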
APE1 inh = APE1 (human) endonuclease inhibition. recombinant APE1, TAMRA/BHQ-2 abasic DNA cleavage fluorescence. Potency, µM (series often up to 65.8 µM), for inactives: at the top dose activity change, negative = inhibition, usual class: inhibitors. actives 0.35% (n = 350,000). AID 2517;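 note: plate controls were vehicle for no effect and reference inhibitor for full effect; nearly all actives have a fitted effect of over 55% in size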
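Enzyme (0.75 nM final) and test compound are incubated 15 min at room temperature before adding 50 nM quenched THF abasic-site duplex. Cleavage dequenches TAMRA, followed at 525/598 nm over three reads one minute apart.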
BAZ2B block = BAZ2B (human) inhibition; Q9UIF8; AlphaScreen BAZ2B-H3K14Ac peptide displacement; Potency, µM (titrated, usually from 114 µM), for inactives: at the top dose activity change, negative = inhibition, most hits filed as inhibitors; actives 4.4% (n = 360,000); AID 504333; note: % is set by controls: 0 for no effect and ±100 for the full control effect; nearly all actives have a fitted effect of over 60% in size
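AlphaScreen luminescence quantifies BAZ2B engagement of H3K14Ac peptide; the protein and biotinylated peptide are both at 50 nM final, buffer PBS pH 7.4 with 0.01% Tween-20, all steps at room temperature.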
POLI inh = blocks human DNA polymerase iota activity; Q9UNA4; Pol iota fluorescent replication assay, 10 min; Potency, µM (highest dose often 115 µM), without a hit: top-dose activity, negative = inhibition, actives largely listed as inhibitors; actives 1% (n = 390,000); AID 588590
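Pol iota at 10 nM preincubated 15 min with compounds at room temperature; reaction started with fluorescent substrate, 50 nM final. Fluorescence read kinetically at 0 and 10 min; buffer-only wells as negative control.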
POLK inh = DNA polymerase kappa (human) inhibition; purified Pol kappa, fluorescent DNA synthesis assay, 10 min; Potency, µM (doses to about 107 µM), inactives show at the highest dose activity, negative = inhibition, hits mostly inhibitors; actives 0.53% (n = 400,000); AID 588579; note: % is set by controls: 0 for no effect and ±100 for the full control effect
Target sequence (Q9UBT6 whole entry, looked up): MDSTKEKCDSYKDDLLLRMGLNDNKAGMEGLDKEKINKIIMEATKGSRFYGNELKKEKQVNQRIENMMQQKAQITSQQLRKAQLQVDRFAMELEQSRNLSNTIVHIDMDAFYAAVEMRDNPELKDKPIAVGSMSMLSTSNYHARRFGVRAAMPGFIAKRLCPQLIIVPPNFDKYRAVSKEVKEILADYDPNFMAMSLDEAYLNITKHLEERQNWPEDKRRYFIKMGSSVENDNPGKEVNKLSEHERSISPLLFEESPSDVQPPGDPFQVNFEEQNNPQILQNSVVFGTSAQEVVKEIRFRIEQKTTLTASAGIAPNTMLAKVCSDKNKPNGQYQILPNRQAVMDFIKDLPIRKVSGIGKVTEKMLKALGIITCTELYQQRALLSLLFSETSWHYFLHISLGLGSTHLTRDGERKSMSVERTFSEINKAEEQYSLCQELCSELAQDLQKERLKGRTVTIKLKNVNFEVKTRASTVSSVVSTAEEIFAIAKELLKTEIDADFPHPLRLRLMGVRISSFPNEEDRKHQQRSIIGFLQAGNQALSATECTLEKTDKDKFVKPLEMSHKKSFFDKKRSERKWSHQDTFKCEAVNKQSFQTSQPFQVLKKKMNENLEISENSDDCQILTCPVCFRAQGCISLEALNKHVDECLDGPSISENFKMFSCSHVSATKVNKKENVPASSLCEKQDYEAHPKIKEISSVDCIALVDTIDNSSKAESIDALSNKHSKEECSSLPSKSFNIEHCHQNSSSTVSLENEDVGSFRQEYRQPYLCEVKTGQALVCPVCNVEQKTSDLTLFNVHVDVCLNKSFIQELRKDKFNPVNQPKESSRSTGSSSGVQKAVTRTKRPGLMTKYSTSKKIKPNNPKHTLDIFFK
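Readout: fluorescence, taken kinetically at 0 and 10 min. Conditions: 10 nM Pol kappa, 15 min RT compound preincubation, 50 nM substrate final. Controls: enzyme-free buffer wells.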
Pol eta inh = blocks human DNA polymerase eta activity; Q9Y253; Potency, µM (series often up to 114 µM), for the others: at the highest dose activity change, negative = inhibition, usual class: inhibitors; recombinant Pol eta, fluorescent DNA replication assay; AID 588591; actives 1.2% (n = 390,000); note: % is set by controls: 0 for no effect and ±100 for the full control effect
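Pol eta (10 nM) was preincubated with compounds for 15 min at room temperature, after which fluorescent replication substrate (50 nM final) was added to start the reaction. Fluorescence was read kinetically at 0 and 10 min.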
POLB inh = blocks human DNA polymerase beta activity | P06746 | Pol beta primer extension/strand displacement, fluorescence kinetic | AID 485314 | actives 1.3% (n = 340,000) | Potency, µM (doses to about 114 µM), for inactives: at the top dose activity change, negative = inhibition, actives largely listed as inhibitors; note: % is set by controls: 0 for no effect and ±100 for the full control effect
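Preincubation: enzyme (10 nM) with compound, 15 min, RT. Reaction: substrate added to 50 nM final. Reads: 0 and 10 min. Analysis: normalized, Hill fit.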
* hit, by the source's call; ? = inconclusive; · = no result given; & = joins results of further samples; [ ] = dose if it differs, or a comment. Calls come from the whole dose curve; as a rule, active = well fitted curve in the direction sought with a large enough effect; inconclusive = small, poorly fitted or top-dose-only effect, or another doubt; inactive = no such curve, though single readings can be large; an effect the other way counts as inactive or inconclusive. Potency is the fitted concentration of half-maximal effect.

Key to letters: A = BLM helicase inh; B = G9a block; C = Anesthetic bind; D = APE1 inh; E = BAZ2B block; F = POLI inh; G = POLK inh; H = Pol eta inh; I = POLB inh
COc1ccc(-n2c(SCC(N)=O)nc3sc4c(c3c2=O)CCC4)cc1
  A: -3% | B: 7% | C: -7% | D: 11% | E: -26% | F: 162%[activator] | G: 3% | H: -16% | I: -5%

O=C(c1ccncc1)N1CCC2(CCCN(c3ccccn3)C2)CC1
  A: -4% | B: 2%[12.7 µM] | C: · | D: 0% | E: · | F: · | G: -6%[60.1 µM] | H: · | I: ·

Cc1cc(=O)oc2c(C)c(OC(C)C(=O)NCCN3CCOCC3)ccc12 (stereo unspecified)
  A: 4% | B: 57%[activator] | C: -5% | D: 24% | E: 0% | F: -1% | G: 10% | H: -21% | I: 3%

Cc1cc(C(F)(F)Cl)n2ncc(-c3ccccn3)c2n1
  A: -3% | B: 13%[0.501 µM] | C: 2% | D: 39% | E: -19% | F: -15% | G: 8% | H: -5% | I: -8%

COCCn1cc(C(=O)c2cc(Br)ccc2O)cc(C#N)c1=O
  A: -3% | B: 2%[59 µM] | C: -15% | D: -5% | E: -32% | F: 3% | G: -2% | H: -5% | I: -6%

COc1ccc(CC(=O)NNC(=O)CSc2nc(C)c(C)c(=O)[nH]2)cc1
  A: 1% | B: -27% | C: 0% | D: 22% | E: 3% | F: 65%[activator] | G: -14% | H: -2% | I: -13%

COc1ccc(-n2c(O)cnc2Nc2nc(C)cc(C)n2)cc1OC
  A: -1% | B: 7% | C: -2% | D: 4% | E: -35% | F: 19% | G: -7%[60.1 µM] | H: 6% | I: -3%

CCC(=O)NC(c1ccc(C)cc1)c1ccc2cccnc2c1O (stereo unspecified)
  A: 1% | B: 20% | C: -11% | D: -11% | E: 22µM* | F: 40%[activator] | G: -28% | H: -11% | I: 1%

CCOC(=O)C1(CC2CCCCO2)CCN(S(=O)(=O)c2cccc(F)c2)CC1 (stereo unspecified)
  A: 0% | B: 10% | C: -13% | D: 3% | E: -6% | F: 5% | G: 6% | H: -11% | I: 9%

COc1cc(CNc2nnnn2C)cc(OC)c1OC
  A: 1% | B: ? | C: -9% | D: -2% | E: -28% | F: 13% | G: -3% | H: -8% | I: -27%

COc1cc(OC)c(N(C)C(=O)C2CCCN(c3ncnc4c3nc3n4CCCCC3)C2)cc1Cl (stereo unspecified)
  A: -3% | B: -33%[59 µM] | C: -6% | D: · | E: -34% | F: -8% | G: -8% | H: -6% | I: 12%

O=S(=O)(NCC1CCCO1)c1ccc(NS(=O)(=O)c2ccc(F)cc2)cc1 (stereo unspecified)
  A: 0% | B: -3%[59 µM] | C: -2% | D: 57%[activator][12.4 µM] | E: 9% | F: 5% | G: -1% | H: -12% | I: -14%

CCOc1ccc(-n2c(=O)cc(N3CCN(c4ccc(F)cc4)CC3)[nH]c2=O)cc1
  A: 1% | B: 3%[59 µM] | C: -4% | D: -1% | E: 5% | F: -12%[58.9 µM] | G: 0% | H: -5% | I: 9%

O=C(Nc1nc(-c2ccc(F)cc2)cs1)c1cnccn1
  A: 0% | B: 0%[59 µM] | C: 6% | D: -1% | E: -6% | F: ? | G: -8% | H: 2% | I: 39%

CCOC(=O)/C(C#N)=C(\N)C(C)C(=O)Nc1ccccn1 (stereo unspecified)
  A: 0% | B: ? | C: -11% | D: 4% | E: 7% | F: 11% | G: -1% | H: 6% | I: 25%

Ordered by number of heavy atoms (smallest number first): some entries from above.
Key to letters: A = BLM helicase inh; B = G9a block; C = Anesthetic bind; D = APE1 inh; E = BAZ2B block; F = POLI inh; G = POLK inh; H = Pol eta inh; I = POLB inh
COc1cc(CNc2nnnn2C)cc(OC)c1OC
  A: 1% | B: ? | C: -9% | D: -2% | E: -28% | F: 13% | G: -3% | H: -8% | I: -27%

COc1ccc(CC(=O)NNC(=O)CSc2nc(C)c(C)c(=O)[nH]2)cc1
  A: 1% | B: -27% | C: 0% | D: 22% | E: 3% | F: 65%[activator] | G: -14% | H: -2% | I: -13%

O=S(=O)(NCC1CCCO1)c1ccc(NS(=O)(=O)c2ccc(F)cc2)cc1 (stereo unspecified)
  A: 0% | B: -3%[59 µM] | C: -2% | D: 57%[activator][12.4 µM] | E: 9% | F: 5% | G: -1% | H: -12% | I: -14%

COc1cc(OC)c(N(C)C(=O)C2CCCN(c3ncnc4c3nc3n4CCCCC3)C2)cc1Cl (stereo unspecified)
  A: -3% | B: -33%[59 µM] | C: -6% | D: · | E: -34% | F: -8% | G: -8% | H: -6% | I: 12%

The list continues:
Key to letters: A = BLM helicase inh; B = G9a block; C = Anesthetic bind; D = APE1 inh; E = BAZ2B block; F = POLI inh; G = POLK inh; H = Pol eta inh; I = POLB inh
c1coc(CNc2c3c(nc4ncnn24)CCC3)c1
  A: 1% | B: -15%[59 µM] | C: -11% | D: -2% | E: 35%[activator] | F: -1% | G: -7% | H: -11% | I: -4%

CCC(=O)N1CCc2cc(Br)cc(S(=O)(=O)NCc3ccccc3)c21
  A: -15% | B: -37%[59 µM] | C: -7% | D: · | E: 0% | F: 23% | G: -25% | H: -10% | I: 1%

CC1CCCCC1NC(=O)CN(C)S(=O)(=O)c1ccc2c(c1)c(=O)n(C)c(=O)n2C (stereo unspecified)
  A: -2% | B: -2% | C: 6% | D: 75%[activator] | E: -16% | F: -16% | G: -13% | H: 0% | I: 14%

O=C(CCN1CCC(c2cccs2)=N1)c1cccs1
  A: -4% | B: ? | C: 3% | D: -2% | E: -16% | F: -26% | G: 10% | H: -10% | I: -10%

COc1ccc(NS(=O)(=O)c2cc(NC(=O)c3cnccn3)ccc2OC)cc1Br
  A: 1% | B: -44% | C: -12% | D: -9% | E: · | F: 5% | G: 5% | H: -12% | I: -8%

Cc1ccc(O)c(C(=O)c2cnc3onc(-c4ccc(F)cc4)c3c2)c1
  A: -5% | B: ? | C: -12% | D: 2% | E: -32% | F: 10% | G: -4% | H: -7% | I: -20%

CC(OCc1ccccc1)C(NC(=O)OC(C)(C)C)C(=O)NC1COC2CC(n3cc(F)c(=O)[nH]c3=O)OC12 (stereo unspecified)
  A: 2% | B: · | C: -3% | D: -1% | E: · | F: -9% | G: -3% | H: · | I: ·

O=C(c1ccc(S(=O)(=O)Cc2cc(F)ccc2F)c([N+](=O)[O-])c1)N1CCCC1
  A: -9% | B: ? | C: -9% | D: 33%[activator] | E: -16% | F: ? | G: 4% | H: -14% | I: 4%

CC1CN(C(=O)c2ccc(COc3ccc4ccccc4c3)o2)CC(C)O1 (stereo unspecified)
  A: -11% | B: 11%[0.501 µM] | C: -12% | D: 22% | E: ? | F: 18% | G: 4% | H: -16% | I: 20%

O=C(NC(NC1CCS(=O)(=O)C1)C(=O)c1cccs1)c1ccccc1 (stereo unspecified)
  A: 0% | B: 6%[12.7 µM] | C: -13% | D: 1% | E: -6% | F: 16% | G: -18% | H: -21% | I: 12%

O=C(COC(=O)Cc1ccccc1)NCc1ccc2c(c1)OCO2
  A: · | B: · | C: · | D: -14% | E: · | F: 80%[activator] | G: -9% | H: -2% | I: ·

Cc1cccc(NC(=S)NCCc2ccc(Cl)cc2)c1C
  A: -8% | B: -5% | C: -4% | D: 2% | E: -7% | F: 0% | G: -21% | H: -5% | I: 19%

COc1cc2c(cc1OC)-c1nnc(-c3ccco3)n1C1(CCCC1)C2
  A: 5% | B: -8%[59 µM] | C: 0% | D: 5% | E: 6% | F: 19% | G: -7% | H: -24% | I: 3%

CCCNC(=O)c1cc(-c2ccc(OC)cc2)n(CCCOC)c1C
  A: 5% | B: -7% | C: 0% | D: 2% | E: ? | F: 94%[activator] | G: -11% | H: -2% | I: 12%

CC(=O)c1cccc(NC(=O)c2cc(-c3ccc(C)cc3)on2)c1
  A: -1% | B: -29%[12.7 µM] | C: 8% | D: 1% | E: 10% | F: 2% | G: -7% | H: 3% | I: -2%

Cc1ccccc1Cn1c(=O)n(CC2CCC(C(=O)NCCc3ccccc3)CC2)c(=O)c2ccccc21 (stereo unspecified)
  A: 0% | B: 1% | C: -5% | D: 5% | E: 0% | F: 2% | G: -7% | H: -2% | I: -29%

CC(c1ccc2c(c1)OCO2)n1c(=S)[nH]c2ccccc2c1=O (stereo unspecified)
  A: · | B: 23%[2.33 µM] | C: · | D: 17% | E: -11% | F: ? | G: -4% | H: -17% | I: ·

Cc1ccc(S(=O)(=O)N2CC3CCC2C3)cc1 (stereo unspecified)
  A: -2% | B: -18% | C: -17% | D: -1% | E: -9% | F: -7% | G: -2% | H: -3% | I: 22%

C[C@H](CO)N1C[C@H](C)[C@H](CN(C)Cc2ccc(-c3ccccc3)cc2)Oc2ccc(NS(=O)(=O)c3ccccc3)cc2CC1=O
  A: · | B: · | C: · | D: -5% | E: · | F: -2% | G: -3% | H: -6% | I: ·

CCc1ccc(OCc2cc(=O)n3cc(C)sc3n2)cc1
  A: 0% | B: 21%[59 µM] | C: -7% | D: · | E: 5% | F: -11% | G: -1% | H: -10% | I: -3%

Cc1ccccc1OCCn1c(CCNC(=O)C2CCCCC2)nc2ccccc21
  A: -1% | B: 5%[59 µM] | C: -14% | D: · | E: -2% | F: 5%&21% | G: -12%&-11% | H: 0% | I: 1%

Cc1ccc(-n2nc3c(=O)n(CCCC(=O)NCc4ccco4)nc(C)c3c2C)cc1
  A: -2% | B: -3%[59 µM] | C: -8% | D: 79%[activator] | E: -21% | F: 6% | G: -6% | H: -19% | I: 5%

Nc1nnc(SCC(=O)Nc2sc3c(c2C(=O)c2ccccc2)CCCC3)s1
  A: -10% | B: ? | C: -18% | D: 2% | E: ? | F: ? | G: -13% | H: -15% | I: -17%

COc1cccc(C(=O)NCCCN2CCN(CCCNC(=O)c3cccc(OC)c3)CC2)c1
  A: -6% | B: 5%[59 µM] | C: -3% | D: -2% | E: -2% | F: -14% | G: 3% | H: -13% | I: 25%

This is a subset; rates above refer to the full screens.
